Bioassay records from PubChem.
AMA1-RON2 inh: qHTS for Inhibitors of AMA1-RON; Towards Development of Antimalarial Drug Lead: Primary Screen; Plasmodium falciparum AMA1 (3D7) - RON2 peptide interaction; AlphaScreen AMA1-biotinylated RON2 peptide binding; Potency, µM (top dose mostly 58.2 µM), inactives show at the highest dose activity change, negative = inhibition, most hits filed as inhibitors; hit rate 0.2% among 360,000;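 also: potency is read from the fitted curve at half-maximal effect; 0% = vehicle wells and -100% = peptide control; nearly all actives have a fitted effect of over 45% in size; some results filed as inactive show a strong effect at the top dose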
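AMA1 (3D7) with his tag at 25 nM final met compounds first, then biotinylated RON2 peptide at 25 nM; detection used donor plus acceptor beads, 10 µg/mL apiece, read by AlphaScreen after 30 min at room temperature.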
AmpC inh detg: qHTS Inhibitors of AmpC Beta-Lactamase (assay with detergent); AID 485294, 2010; AmpC hydrolysis of nitrocefin, absorbance 480 nm, 0.01% Triton; Potency, µM (doses to about 114 µM), without a hit: at the top dose activity change, negative = inhibition, usual class: inhibitors; P00811; hit rate 0.041% among 370,000;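 also: potency is read from the fitted curve at half-maximal effect; 0% = no-compound wells and -100% = no-enzyme wells; nearly all actives have a fitted effect of over 25% in size; some results filed as inactive show a strong effect at the top dose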
Target sequence (P00811 whole entry, looked up): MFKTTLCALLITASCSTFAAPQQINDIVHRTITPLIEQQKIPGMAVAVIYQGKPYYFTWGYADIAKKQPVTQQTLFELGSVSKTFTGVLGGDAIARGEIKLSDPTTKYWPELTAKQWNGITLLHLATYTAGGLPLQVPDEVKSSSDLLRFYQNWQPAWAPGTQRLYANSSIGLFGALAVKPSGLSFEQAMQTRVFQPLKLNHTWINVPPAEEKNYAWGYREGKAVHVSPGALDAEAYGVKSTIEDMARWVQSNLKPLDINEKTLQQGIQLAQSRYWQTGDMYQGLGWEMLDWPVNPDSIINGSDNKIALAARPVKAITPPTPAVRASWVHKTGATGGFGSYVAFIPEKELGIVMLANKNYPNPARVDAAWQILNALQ
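20 mM phosphate pH 7.0 + 0.01% (detergent screen) or 0.0001% Triton X-100; 5.3 nM AmpC reagent; cpd preinc 15 min RT; nitrocefin (800 uM stock) to start; A480 q20 s × 4 min; Activity was normalised to no-enzyme and no-compound control wells.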
Sm TGR block: qHTS Assay for the Inhibitors of Schistosoma Mansoni Peroxiredoxins; Potency, µM (series often up to 114 µM), without a hit: at the top dose activity change, negative = inhibition, most hits filed as inhibitors; AID 485364, 2010; purified TGR, DTNB reduction, TNB absorbance 405 nm; hit rate 3% among 360,000; Schistosoma mansoni thioredoxin glutathione reductase (TGR), Q962Y6; also: potency is read from the fitted curve at half-maximal effect; nearly all actives have a fitted effect of over 60% in size
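First, TGR (20 nM dispensed) and NADPH were mixed with compound. Second, a 15 min room-temperature incubation followed. Third, further NADPH and then DTNB were added to start the reaction. Finally, TNB absorbance was monitored kinetically.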
Giardia FBPA inh: qHTS Assay for Inhibitors of Fructose-1,6-bisphosphate Aldolase from Giardia Lamblia | Potency, µM (series often up to 59.6 µM), for inactives: at the highest dose activity, negative = inhibition, most hits filed as inhibitors | purified Giardia FBPA | hit rate 0.71% among 290,000 | AID 2451, 2010 | A8B2U2; also: potency is read from the fitted curve at half-maximal effect; nearly all actives have a fitted effect of over 55% in size
Target sequence (A8B2U2 whole entry, looked up): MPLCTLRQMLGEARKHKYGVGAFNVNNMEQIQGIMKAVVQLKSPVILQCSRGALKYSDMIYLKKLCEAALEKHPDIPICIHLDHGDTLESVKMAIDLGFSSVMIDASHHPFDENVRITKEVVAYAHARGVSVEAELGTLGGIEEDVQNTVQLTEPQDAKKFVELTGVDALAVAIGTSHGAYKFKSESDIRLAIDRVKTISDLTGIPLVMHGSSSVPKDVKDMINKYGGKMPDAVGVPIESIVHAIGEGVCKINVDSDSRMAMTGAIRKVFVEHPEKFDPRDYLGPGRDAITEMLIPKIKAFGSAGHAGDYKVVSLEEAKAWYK
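Giardia FBPA (40 nM reagent) was preincubated 10 min at RT with compound (up to 57.5 uM final), then substrate plus GAPDH/TPI/NAD/arsenate coupling system with diaphorase/resazurin was added; resorufin fluorescence (525/598 nm) was read after 20 min.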
HCV inh: qHTS Assay for Inhibitors of Hepatitis C Virus (HCV). Huh7.5.1 HCVcc-Cre infection, luciferase reporter, 44 h. Potency, µM (top dose mostly 41.8 µM), for inactives: at the top dose activity change, negative = inhibition, hits mostly inhibitors. hit rate 3.4% among 340,000. AID 651820, 2012; also: potency is read from the fitted curve at half-maximal effect
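Whole-lifecycle infectious HCVcc-Cre system; cells 1,000/well, compound then virus (~0.5 moi) added 4 h after plating, 44 h culture. Luciferase read 15 sec following 15 min substrate incubation, room temp.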
HCMV antiviral: qHTS Assay for inhibitors of the human cytomegalovirus (HCMV) | hit rate 4.5% among 410,000 | HFF cells, HCMV-luciferase reporter, 72 h; active compounds read low | activity change, negative = inhibition, % at 57.5 µM; in the data active = activity change below about -60%; inconclusive = no clear call, values can overlap the other calls; inactive = above about -39%
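Screen run at 2 compound doses on HFFs infected with reporter HCMV, MOI 1 PFU/cell. Luciferase activity from cell lysates at 72 h post infection gave inhibition relative to buffer-only and Salinomycin wells.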
The depositor's hits bear a star; [ ] = another dose, or the depositor's remark. Unless noted, calls follow the shape of the dose curve; as a rule, active = well fitted curve in the direction sought with a large enough effect; inconclusive = small, poorly fitted or top-dose-only effect, or another doubt; inactive = no such curve, though single readings can be large; an effect the other way counts as inactive or inconclusive. Unless noted, % is scaled to controls: 0 for no effect and ±100 for the full control effect.

What do the screens show for `O=C(NNS(=O)(=O)c1ccc2ccccc2c1)NC1CCCCC1`?
AMA1-RON2 inh: 14%; AmpC inh detg: -20%; Sm TGR block: -9%; Giardia FBPA inh: 2%; HCV inh: 2%; HCMV antiviral: -2

Results for O=C(NNS(=O)(=O)c1ccc(F)cc1)c1cnn(-c2ccccc2)c1C(F)(F)F ?
AMA1-RON2 inh: -7%; AmpC inh detg: 13%; Sm TGR block: 5%; Giardia FBPA inh: 23%; HCV inh: -3%; HCMV antiviral: 5

How did COc1ccc(C2CC(=O)N(Cc3ccccc3)c3c2c(C)nn3-c2nc(C)cc(C)n2)c(OC)c1 (stereo not given) do in these assays?
AmpC inh detg: 16%; Sm TGR block: 8%; HCMV antiviral: -17

How did CN(Cc1ccccc1)C(=O)c1nc2ccccn2c1CNCCCOc1cccnc1 do in these assays?
AMA1-RON2 inh: -6%; AmpC inh detg: 6%; Sm TGR block: -32%; Giardia FBPA inh: 4%; HCV inh: -3%; HCMV antiviral: -23

How did CCOC(=O)CC1(c2ccccc2)CCOC(C)(C)C1 (stereo not given) do in these assays?
AMA1-RON2 inh: -3%; AmpC inh detg: -13%; Sm TGR block: -8%; Giardia FBPA inh: 0%; HCV inh: 18%; HCMV antiviral: 27

What do the screens show for `COc1ccc(C2C3=C(CCCC3=O)Nc3ccc4ncccc4c32)cc1OC` (stereo not given)?
AMA1-RON2 inh: 28%; AmpC inh detg: -4%; Sm TGR block: 20µM*; Giardia FBPA inh: -17%; HCV inh: inconclusive; HCMV antiviral: 179

Results for CCCn1[nH]cc(SC)c(=O)c1=O ?
AMA1-RON2 inh: -1%; AmpC inh detg: -14%; Sm TGR block: 13%[11.4 µM]; Giardia FBPA inh: 14%; HCV inh: 19%; HCMV antiviral: 36

Results for O=[N+]([O-])c1cccc(-c2nnc(C3CC3)o2)c1 ?
AMA1-RON2 inh: 10%; AmpC inh detg: -7%; Sm TGR block: 6%; Giardia FBPA inh: 9%; HCV inh: -1%; HCMV antiviral: 3

What do the screens show for `CCOc1ccc(N2CC(C(=O)Nc3ccc(S(=O)(=O)Nc4ncccn4)cc3)CC2=O)cc1` (stereo not given)?
AMA1-RON2 inh: -1%; AmpC inh detg: 1%; Sm TGR block: -7%; Giardia FBPA inh: 5%; HCV inh: 9%; HCMV antiviral: 9

Results for Cc1ccc(CCNC(=O)C2CCN(C(=O)c3sccc3-n3cccc3)CC2)cc1 ?
AMA1-RON2 inh: -17%; AmpC inh detg: 4%; Sm TGR block: -8%; Giardia FBPA inh: 2%; HCV inh: inconclusive; HCMV antiviral: 0

How did COc1ccccc1C#Cc1ccc2c(=O)c3ccccc3n(C)c2c1 do in these assays?
AMA1-RON2 inh: 27%; AmpC inh detg: 5%; Sm TGR block: inconclusive; Giardia FBPA inh: -3%; HCV inh: -2%; HCMV antiviral: -11

How did Cc1cc2c(ncn2C(C)C)c(NS(=O)(=O)c2ccc(F)cc2)c1C do in these assays?
AMA1-RON2 inh: 15%; AmpC inh detg: -8%; Sm TGR block: 11%; Giardia FBPA inh: 3%; HCV inh: -9%; HCMV antiviral: inconclusive

How did CCOC(=O)c1ccccc1NC(=O)c1cc2ccccc2o1 do in these assays?
AMA1-RON2 inh: 1%; AmpC inh detg: -2%; Sm TGR block: 5%; Giardia FBPA inh: -1%; HCV inh: -20%; HCMV antiviral: 27

Results for CCc1ccc(/C([O-])=C(/C(=S)NCCN2CCOCC2)[n+]2ccccc2)cc1 ?
AMA1-RON2 inh: 71%[activator]; AmpC inh detg: 4%; Sm TGR block: -5%; Giardia FBPA inh: -26%; HCV inh: 13%; HCMV antiviral: -6

Results for COc1ccc(CN(Cc2ccccn2)S(=O)(=O)c2ccc(-n3cnnn3)cc2)cc1 ?
AMA1-RON2 inh: 14%; AmpC inh detg: inconclusive; Sm TGR block: -8%; Giardia FBPA inh: -7%; HCV inh: -15%

Results for CC1CCCN(Cc2nc3c(c(=O)n(C)c(=O)n3C)n2Cc2ccc(Cl)cc2)C1 (stereo not given) ?
AmpC inh detg: 2%; Sm TGR block: 6%; HCMV antiviral: 8

How did Cc1ccccc1OCC(=O)N/N=C1\CC(=O)CC(C)(C)C1 do in these assays?
AMA1-RON2 inh: 99%[activator]; AmpC inh detg: 7%; Sm TGR block: -18%; HCV inh: -5%; HCMV antiviral: inconclusive

How did CC(NO)/C(=N\O)c1cccs1 (stereo not given) do in these assays?
AMA1-RON2 inh: 17%; AmpC inh detg: 2%; Sm TGR block: -14%; Giardia FBPA inh: inconclusive; HCV inh: 4%; HCMV antiviral: -17

Results for O=C(O)c1cccc(N2C(=O)CCC2=O)c1 ?
AmpC inh detg: 1%; Sm TGR block: -6%; Giardia FBPA inh: 3%

What do the screens show for `Cc1cc(-c2ccccc2)nc(N(C)N)c1S(C)(=O)=O`?
AMA1-RON2 inh: 1%; AmpC inh detg: -1%; Sm TGR block: inconclusive; Giardia FBPA inh: -4%; HCV inh: -8%; HCMV antiviral: -27

How did O=C(Cn1c(=O)c2cccn2c2ccc(F)cc21)Nc1cccc(F)c1 do in these assays?
AmpC inh detg: 3%; Sm TGR block: 0%; HCMV antiviral: 11

What do the screens show for `COc1ccc(S(=O)(=O)NC2CCN(Cc3ccccc3)CC2)cc1NC(C)=O`?
AMA1-RON2 inh: -12%; AmpC inh detg: 1%; Sm TGR block: 7%; HCV inh: 2%; HCMV antiviral: -5

How did COC(=O)CCC(=O)OC1(C)C(=O)C2=CN(CC(C)C)C(c3ccc(OC)cc3)=CC2=C(Br)C1=O (stereo not given) do in these assays?
AmpC inh detg: -8%; Sm TGR block: inconclusive; Giardia FBPA inh: 1µM*

Results for N#Cc1c[nH]n2c(NC3CCCCC3)c(-c3ccc(F)cc3)nc12 ?
AmpC inh detg: -3%; Sm TGR block: 7%; HCMV antiviral: -11

How did O=C(NN1C(=O)c2ccccc2C1=O)C1C2CCCCC21 (stereo not given) do in these assays?
AMA1-RON2 inh: 4%; AmpC inh detg: inconclusive; Sm TGR block: -1%; Giardia FBPA inh: 0%; HCV inh: -6%; HCMV antiviral: 24

What do the screens show for `Clc1ccc(CCC(Cn2ccnc2)Sc2c(Cl)cccc2Cl)cc1` (stereo not given)?
AMA1-RON2 inh: 16%; AmpC inh detg: inconclusive; Sm TGR block: -4%; HCV inh: inconclusive; HCMV antiviral: 29

How did CCOC(=O)CN1C(=O)N[C@@H](CCc2ccccc2)C(C(C)=O)=C1C do in these assays?
AMA1-RON2 inh: -2%; Giardia FBPA inh: 5%[12.9 µM]; HCV inh: -1%; HCMV antiviral: 16

Results for COc1ccc(CNC(=O)CCC(=O)N2CCN(S(=O)(=O)c3ccc(Cl)cc3)CC2)cc1 ?
AMA1-RON2 inh: -3%; AmpC inh detg: -10%; Sm TGR block: -11%; Giardia FBPA inh: -5%; HCV inh: -15%; HCMV antiviral: -5

How did COc1ccc(S(=O)(=O)N(CC(=O)Nc2ccc(F)c(Cl)c2)c2ccc(C)cc2)cc1OC do in these assays?
AmpC inh detg: 6%; Sm TGR block: -1%; HCMV antiviral: -38

Results for COc1ccccc1N1C(=O)C2CCC(c3ccccc3)CC2C1=O (stereo not given) ?
AMA1-RON2 inh: 0%; AmpC inh detg: -21%; Sm TGR block: -3%; Giardia FBPA inh: 2%; HCV inh: 4%; HCMV antiviral: -18

What do the screens show for `C[C@@]12C(=O)N(Cc3ccccc3)CC(=O)N1[C@H]1c3cc(Cl)ccc3OC[C@@H]1[C@@H]2c1ccccc1`?
AMA1-RON2 inh: -9%; AmpC inh detg: -3%; Sm TGR block: -3%; HCV inh: inconclusive; HCMV antiviral: -5

How did Cc1nc2cc(N3CCN(C)CC3)c(NC(=O)Cc3ccccc3)cc2c(=O)n1Cc1ccccc1 do in these assays?
AMA1-RON2 inh: -4%; AmpC inh detg: 5%; Sm TGR block: 1%; Giardia FBPA inh: -1%; HCV inh: -27%; HCMV antiviral: inconclusive

What do the screens show for `O=C(NNC(=S)NC(=O)c1cccc([N+](=O)[O-])c1)c1ccc(Br)cc1`?
AMA1-RON2 inh: 107%[activator]; AmpC inh detg: 1%; Sm TGR block: 2%; Giardia FBPA inh: inconclusive; HCV inh: inconclusive; HCMV antiviral: -32

Results for CCn1nc(C)c(/C=N\NC(=O)c2cccc(OC)c2)c1C ?
AMA1-RON2 inh: 3%; AmpC inh detg: inconclusive; Sm TGR block: 2%; Giardia FBPA inh: 2%; HCV inh: 2%; HCMV antiviral: -18

How did Cc1[nH]c2ccccc2c1C(=O)C(=O)N1CCN(c2ccccc2F)CC1 do in these assays?
AMA1-RON2 inh: -2%; AmpC inh detg: 4%; Sm TGR block: 1%; HCV inh: 1%; HCMV antiviral: 16

What do the screens show for `O=c1cc(Br)c(O)c(Br)cc1Br`?
AMA1-RON2 inh: -29%; HCV inh: 3%; HCMV antiviral: -5

What do the screens show for `O=C(CCc1ccc(O)cc1)NNC(=S)NCCc1ccccc1`?
AMA1-RON2 inh: 77%[activator]; AmpC inh detg: -5%; Sm TGR block: 5%; Giardia FBPA inh: 7%; HCV inh: 24%; HCMV antiviral: inconclusive

How did O=C(c1cccn(Cc2ccc(Cl)c(Cl)c2)c1=O)N1CCOCC1 do in these assays?
AMA1-RON2 inh: -3%; AmpC inh detg: -11%; Sm TGR block: -6%; Giardia FBPA inh: -6%; HCV inh: 1%; HCMV antiviral: -23

Results for CC(c1c(O)c2ccccc2[nH]c1=O)C1(C)CCC(O)C(C)(C)O1 (stereo not given) ?
AMA1-RON2 inh: 12%; AmpC inh detg: 7%; Sm TGR block: 11%; Giardia FBPA inh: 4%; HCV inh: -5%; HCMV antiviral: 1

What do the screens show for `CCN(c1ccccc1)S(=O)(=O)c1ccc(Cl)c(NC(=O)CN(C)C2CCN(C)CC2)c1`?
AMA1-RON2 inh: -12%; AmpC inh detg: 5%; Sm TGR block: 0%; Giardia FBPA inh: inconclusive; HCV inh: -20%; HCMV antiviral: inconclusive

What do the screens show for `Cc1cc(O)cc2c1C1CCC3(C)C(=O)CCC3C1C=C2` (stereo not given)?
AMA1-RON2 inh: 0%; HCV inh: -17%; HCMV antiviral: -97*

What do the screens show for `CCn1c(SCC(=O)NCc2ccc3c(c2)OCO3)nnc1-c1ccncc1`?
AMA1-RON2 inh: 0%; AmpC inh detg: -3%; Sm TGR block: -3%; Giardia FBPA inh: 2%; HCV inh: 11%; HCMV antiviral: 10

How did N#CCc1nc2ccccc2c(=O)[nH]1 do in these assays?
AMA1-RON2 inh: 0%; AmpC inh detg: -7%; Sm TGR block: 14%; Giardia FBPA inh: -10%; HCV inh: 0%; HCMV antiviral: 39

2 consecutive records out of the list so far:
What do the screens show for `CCn1c(SCC(=O)NCc2ccc3c(c2)OCO3)nnc1-c1ccncc1`?
AMA1-RON2 inh: 0%; AmpC inh detg: -3%; Sm TGR block: -3%; Giardia FBPA inh: 2%; HCV inh: 11%; HCMV antiviral: 10

How did N#CCc1nc2ccccc2c(=O)[nH]1 do in these assays?
AMA1-RON2 inh: 0%; AmpC inh detg: -7%; Sm TGR block: 14%; Giardia FBPA inh: -10%; HCV inh: 0%; HCMV antiviral: 39
